From PubChem BioAssay
H69AR growth 86K = blocks growth of human H69AR lung tumor cells. AID 598. actives 6% (n = 85,000). viability, % at 10 µM. H69AR lung tumor viability, ATP luminescence, 72 h; stronger effect = lower value;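 active means viability at or below 40%; inactive means viability above 40%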;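 further: multidrug resistant small cell line overexpressing MRP-1 efflux transporter; 100% = mean luminescence of untreated control wells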
ERb SRC1 inh = ER-beta (human) coactivator binding inhibition. Q92731. TR-FRET ER-beta LBD / SRC1-Cy5 peptide binding; receptor agonist-loaded with 1 µM estradiol. inhibition, % at 25.6 µM. actives 1.3% (n = 86,000). AID 633;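 active means compounds whose percent inhibition of the receptor-coactivator binding signal exceeds about 50% in the single-dose screen, limit read from the data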;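 further: 0% = receptor plus peptide wells without compound and 100% = peptide-only wells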
HUVEC prolif 384 = human endothelial cell proliferation inhibition | HUVEC proliferation, CellTiter-Glo luminescence, 72 h; stronger effect = lower value | viability, % at 10 µM (by protocol) | actives 1.1% (n = 86,000) | AID 648;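 active means viability at or below 30%; inactive means viability above 30%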;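 further: 100% = median luminescence of DMSO-only cell control wells on each plate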
ERa coact inh = ER-alpha (human) coactivator binding inhibition | AID 629 | TR-FRET ER-alpha LBD / SRC-1 peptide, estradiol-bound | actives 1.7% (n = 86,000) | inhibition, % at 25.6 µM | P03372; in the data active means inhibition above about 50%;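 further: 0% = receptor plus peptide control and 100% = peptide only without receptor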
Target sequence (P03372 whole entry, looked up, the tested form may be a part): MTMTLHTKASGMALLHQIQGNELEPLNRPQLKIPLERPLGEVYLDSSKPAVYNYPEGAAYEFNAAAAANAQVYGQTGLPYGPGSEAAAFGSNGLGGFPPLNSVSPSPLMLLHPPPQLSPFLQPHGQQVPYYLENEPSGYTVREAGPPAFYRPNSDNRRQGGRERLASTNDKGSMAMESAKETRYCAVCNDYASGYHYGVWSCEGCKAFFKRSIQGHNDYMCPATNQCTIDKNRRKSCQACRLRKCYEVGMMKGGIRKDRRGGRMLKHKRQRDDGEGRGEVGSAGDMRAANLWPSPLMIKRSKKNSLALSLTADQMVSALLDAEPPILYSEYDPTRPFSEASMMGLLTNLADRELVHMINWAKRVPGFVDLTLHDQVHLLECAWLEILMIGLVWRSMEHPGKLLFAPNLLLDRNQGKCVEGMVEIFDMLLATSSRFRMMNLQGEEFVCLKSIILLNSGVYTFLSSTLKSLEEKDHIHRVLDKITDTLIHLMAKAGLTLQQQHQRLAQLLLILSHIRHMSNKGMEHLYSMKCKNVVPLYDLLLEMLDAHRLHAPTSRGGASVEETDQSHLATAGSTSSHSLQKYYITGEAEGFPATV
Smad3 FoxH1 inh = Smad3 (human) transcription factor binding inhibition; P84022; TR-FRET Smad3/Dy647-FoxH1 peptide binding, europium anti-His; inhibition, % at 25 µM; actives 0.29% (n = 88,000); AID 630;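 active means compounds that reduce the energy-transfer binding signal between the protein and its labelled peptide by more than half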;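 further: 0% = Smad3 plus labelled peptide maximal FRET and 100% = peptide-only background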
Target sequence (P84022 whole entry, looked up): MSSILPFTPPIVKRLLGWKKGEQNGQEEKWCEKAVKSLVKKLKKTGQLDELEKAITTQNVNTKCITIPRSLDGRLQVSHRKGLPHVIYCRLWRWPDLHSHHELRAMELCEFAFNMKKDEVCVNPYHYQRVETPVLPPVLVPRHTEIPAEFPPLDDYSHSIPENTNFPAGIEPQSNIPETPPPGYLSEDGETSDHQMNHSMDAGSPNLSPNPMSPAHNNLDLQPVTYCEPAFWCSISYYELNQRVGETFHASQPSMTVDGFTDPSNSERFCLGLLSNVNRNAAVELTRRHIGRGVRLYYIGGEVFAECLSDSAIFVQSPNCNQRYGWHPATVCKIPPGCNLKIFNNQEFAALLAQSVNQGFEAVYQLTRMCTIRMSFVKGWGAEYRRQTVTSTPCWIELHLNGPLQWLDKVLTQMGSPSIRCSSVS
Lung fibro prol = blocks proliferation of human lung fibroblasts; viability, % at 10 µM; LL 47 human lung fibroblast viability, ATP luminescence; stronger effect = lower value; AID 719; actives 1.1% (n = 85,000);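 active means viability at or below 50% in the single dose screen; inactive means viability above 50%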;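 further: compound exposure lasted 72 h before the ATP readout; 100% = median luminescence of untreated cell-only wells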
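Test system: LL 47 human lung fibroblasts; Quantity: 1,150 cells/well; Buffer or medium: IMEM plus 15% FBS; Dosing: tenfold compound dosing solution, DMSO at 0.1%; Timing: overnight cell rest, 72 h compound treatment at 37 °C; Detection: ATP-based CellTiter-Glo luminescent readout; Read-out basis: viability percentage against median untreated-cell control; Controls: cell-only wells, no compound.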
ERa SRC1 pot = enhances coactivator binding to human estrogen receptor alpha | P03372 | TR-FRET ERalpha-LBD/SRC-Cy5 coactivator binding, 2 h; 100 = basal binding, no effect | coactivator binding (% of control), % at 25.6 µM | actives 1.3% (n = 86,000) | AID 639; in the data active means activity above about 200%;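 further: binding measured in presence of low estradiol as agonist stimulus; 0% = peptide alone without receptor and 100% = receptor with peptide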
MT1-MMP txn act = activates MT1-MMP transcription. HT1080 MT1-MMP promoter luciferase reporter, luminescence, overnight; stronger effect = higher value. activation factor at 10 µM. actives 0.16% (n = 86,000). AID 750;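 active means activation factor of at least 2 for MT1-MMP transcription at 10 µM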
CD11b adhes enh = enhancers of human CD11b/CD18 binding to fibrinogen. activation, % at 10 µM. K562 CD11b/CD18 adhesion to fibrinogen, ATPlite luminescence. P05107+P11215. actives 0.07% (n = 93,000). AID 1499;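 active means 10 µM primary screen giving 50% or more activity, confirmed by 40% or more on retest at that dose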; further: strong numbers were not always called active
Numbers without * were called inactive; . = not tested or not shown; [ ] = another dose, or the depositor's remark. Some of the compounds tested; count on the stated rates, not on these rows.

SMILES	H69AR growth 86K	ERb SRC1 inh	HUVEC prolif 384	ERa coact inh	Smad3 FoxH1 inh	Lung fibro prol	ERa SRC1 pot	MT1-MMP txn act	CD11b adhes enh
COc1cc(OC)cc(-c2nc3ccccc3c(=O)o2)c1	71	6[fluorescence artefact?]	91	-2	7	94	180[fluorescence artefact?]	1.2	.
COc1cccc(NC(=O)c2cccs2)c1	104	1	104	-3	0	104	100	1.3	0
COc1ccccc1N1CCN(C(=O)c2oc3cc(C)cc(C)c3c2C)CC1	23*	-10	80	-8	7	91	97	1.2	.
COc1ccc(CCNC(=O)CCN2C(=O)C(C)Oc3ccc(C)cc32)cc1OC (centres undefined)	78	24	97	-8	-1	102	121	1	6
CCCS(=O)(=O)N1CCC(C(=O)NCCCN(C)Cc2ccccc2)CC1	110	-5	102	3	11	104	100	1.2	-8
CCN(CC)c1nc(SCC(=O)O)nc(N(CC)CC)n1	78	14	112	38	-13	102	114[fluorescence artefact?]	1	1
COC(=O)C1C(=O)C2=C(CC1C)NC(C)=C(C(=O)OC(C)C)C2c1ccc(OC)c(O)c1 (centres undefined)	89	-4	94	-12	6	95	120	1.2	.
CC(=O)Nc1ccc(S(=O)(=O)N2CCC(c3nc4ccc(C)cc4[nH]3)CC2)cc1	66	-6	80	-4	2	98	104	0.9	0
O=C1C2C3C=CC(CO)(O3)C2C(=O)N1c1ccccc1-c1ccccc1 (centres undefined)	3.9*	0	78	-7	2	8.3*	84	1.1	1
O=C(NC(NC1CCS(=O)(=O)C1)C(=O)c1ccccc1)c1ccc(Cl)cc1 (centres undefined)	101	-1	98	-3	-17	110	92	1.1	-2
N#CCCn1cc(/C=N/O)c(-c2ccc(-c3ccccc3)cc2)n1	32*	-17	56	-40[fluorescence artefact?]	3[fluorescence artefact?]	74	110[fluorescence artefact?]	1	0
CCn1c(SCC(=O)Nc2ccc(Cl)cc2)nnc1C1CC1	74	7[fluorescence artefact?]	107	11	-7	105	91	1.1	.
CN(C(=O)CN1C(=O)c2ccccc2S1(=O)=O)c1ccccc1C(=O)O	90	2	80	-8	-3	104	123[fluorescence artefact?]	1.1	-1
S=C(c1ccc2c(c1)OCO2)N1CCCC1	76	-4	93	-9	4	95	103	1.2	-5
CN1CN(C)c2cccc3cccc1c23	83	50[fluorescence artefact?]	97	6[fluorescence artefact?]	7	100	89[fluorescence artefact?]	1.2	.
N#Cc1cc(-c2ccccc2)oc1NC(=O)c1ccccc1	92	-9	94	-12	-8	92	104	.	0
COc1cccc(NC(=O)Cc2ccccc2)c1	98	-3	96	-3	0	100	117	1.3	-2
Cn1c(=O)c2c(SCC(=O)N3CCOCC3)nc(C3CC3)nc2n(C)c1=O	82	-2[fluorescence artefact?]	100	18[fluorescence artefact?]	-2	96	95[fluorescence artefact?]	.	4
C=CCn1c(Cc2cccs2)nnc1SCC(=O)c1ccc2ccccc2c1	82	-12	109	-5	-1	104	91	1.1	0
COc1cccc(CNC(=O)C2CCN(S(=O)(=O)N3CC(C)CC(C)C3)CC2)c1 (centres undefined)	97	-3	103	1	-2	102	107	1.2	.
CCN(CC)c1c(-c2ccccc2)c2cc(C)ccc2[nH]c1=O	62	40[fluorescence artefact?]	95	26[fluorescence artefact?]	50*[fluorescence artefact?]	88	248*[fluorescence artefact?]	1.1	.
COc1cc(S(=O)(=O)Nc2ccccn2)ccc1F	87	-12	119	-8	-19	94	99[fluorescence artefact?]	1.1	-6
O=C(Nc1ccccc1)c1ccc(S(=O)(=O)N2CCCC2)cc1	90	-6	102	-2	-1	99	98	1.1	-2
C=CCN(C1CCCCC1)S(=O)(=O)c1ccc2c(c1)oc(=O)n2C	95	-12	85	7[fluorescence artefact?]	5	90	98	1.1	-3

Complete entries from above:
`COc1cc(OC)cc(-c2nc3ccccc3c(=O)o2)c1` is entered as H69AR growth 86K = 71; ERb SRC1 inh = 6[fluorescence artefact?]; HUVEC prolif 384 = 91; ERa coact inh = -2; Smad3 FoxH1 inh = 7; Lung fibro prol = 94; ERa SRC1 pot = 180[fluorescence artefact?]; MT1-MMP txn act = 1.2; CD11b adhes enh = .
`COc1ccc(CCNC(=O)CCN2C(=O)C(C)Oc3ccc(C)cc32)cc1OC` (centres undefined) is entered as H69AR growth 86K = 78; ERb SRC1 inh = 24; HUVEC prolif 384 = 97; ERa coact inh = -8; Smad3 FoxH1 inh = -1; Lung fibro prol = 102; ERa SRC1 pot = 121; MT1-MMP txn act = 1; CD11b adhes enh = 6

Later entries.
SMILES	H69AR growth 86K	ERb SRC1 inh	HUVEC prolif 384	ERa coact inh	Smad3 FoxH1 inh	Lung fibro prol	ERa SRC1 pot	MT1-MMP txn act	CD11b adhes enh
Cc1ccc(C)c(NC(=O)C2CC=CCC2C(=O)O)c1 (centres undefined)	92	5	105	-9	2	94	101	1.2	-4
O=C(COc1ccc(Cl)cc1Br)N1CCN(c2ccccc2)CC1	92	-1[fluorescence artefact?]	102	3	5	93	115	1.2	0
Cc1cccc(N(C)c2cc(C)nc3ncnn23)c1	94	-9	100	2	2	96	120	1.1	.
CCOC(=O)N1CCC(N2C(=O)c3ccccc3C2Nc2cc(C(=O)OC)cc(C(=O)OC)c2)CC1 (centres undefined)	92	-16[fluorescence artefact?]	97	7	-2	88	105	1	0
O=C1C(=O)N(CCCN2CCOCC2)C(c2ccccn2)/C1=C(\O)c1ccc2c(c1)OCCO2 (centres undefined)	92	-8	97	-1[fluorescence artefact?]	10	96	107	1.2	.
COC(=O)Cc1cc(=O)n2[nH]c(C)cc2n1	82	-9	101	-1	11	96	109	.	-8
CCOC(=O)c1nnn(-c2nc(OC)nc(N3CCCC3)n2)c1-c1ccccc1	74	23[fluorescence artefact?]	80	11	-7	96	85	1.1	-1
Cc1occc1C(=O)N1CCN(Cc2ccccc2)CC1	97	-9	78	-2	0	95	129[fluorescence artefact?]	1.1	-3
CC(C)=CCSc1nnc([C@@H](NC(=O)OC(C)(C)C)C(C)C)o1	84	-5[fluorescence artefact?]	104	1[fluorescence artefact?]	4	95	129	1.2	5
C=CCNS(=O)(=O)c1cccc2cc(C(=O)O)c(O)cc12	89	0	89	0	8	98	120	1.1	.
O=S(=O)(c1ccc2c(c1)OCO2)N1CCN(c2nnnn2-c2ccccc2)CC1	89	-6[fluorescence artefact?]	93	2	20[fluorescence artefact?]	94	112	1.2	1
O=C(c1ccco1)c1n[nH]nc1-c1ccccc1	90	4	98	4	7	96	133	1.1	1
Cc1ccc(S(=O)(=O)NC(CC(C)C)C(=O)Nc2nccs2)cc1 (centres undefined)	98	-1	92	-3	30[fluorescence artefact?]	93	97	1	-2
Nc1ncnc2nc(SCCc3ccccc3)[nH]c12	66	-6	87	8	5	107	95	1	4
Cc1cccnc1Nc1nc(-c2ccccn2)cs1	0.4*	-10	16*	-4	-4	3.2*	99	.	2
Cc1cccc(N2CCN(C(=O)C3CCCCC3)CC2)c1C	103	-8	99	1	-5	102	98	1	-2
COc1cccc(NC(=O)c2oc3ccccc3c2NC(C)=O)c1	88	-4	95	-8	-8	88	118	1.2	.
Cc1ccccc1S(=O)(=O)NC1OC(=O)C(Cl)=C1Cl (centres undefined)	7.1*	-12	100	-2	2	96	119	1.1	-4
COc1ccc(NC(=O)c2ccc(COc3ccccc3OC)o2)cc1OC	71	3	70	0	-18	104	88	1.2	0
O=C(CSc1nc(-c2ccc(F)cc2)cs1)NC(=O)NCc1ccco1	94	42	101	53*	2	102	73	1.1	-1
CC(C)CSc1nnc(N)s1	95	1	96	-8[fluorescence artefact?]	12	99	104	1.1	0
Cc1cc(NC(=O)CCC(=O)N(CC(=O)NC2CCCC2)Cc2ccc(F)cc2)no1	107	-1	91	-5	1	96	104	1	.
C=CCn1c(-c2ccccc2)nc2nc3ccccc3nc21	55	3[fluorescence artefact?]	90	2	1	90	105[fluorescence artefact?]	1.2	-1
Cc1csc(NC(=O)CCn2c(=O)oc3ccccc32)n1	94	-29	88	-24	15	93	105	1.1	.
CCC(NC(=O)Nn1cnnc1)(C(F)(F)F)C(F)(F)F	107	-5	101	-7	16	108	107	1	.
COC(=O)c1cc(COC(=O)c2cccnc2SC)oc1C	104	-2	92	0	2	96	101	1	-1
COc1ccc(CCNC(=O)C2CCN(S(=O)(=O)c3c(C)noc3C)CC2)cc1OC	97	2	107	-5	0	98	98	.	2
Cc1c(CN(C)C)c2c(n1Cc1ccccc1)C(=O)c1ccc(Br)cc1-2	5.5*	2[fluorescence artefact?]	22*	-13[fluorescence artefact?]	17	46*	100[fluorescence artefact?]	1	-2
COc1ccccc1NC(=O)C1=C(C)Nc2nnnn2C1c1cc(Br)ccc1OC (centres undefined)	17*	5	91	2	-3	83	116	1	.
COc1ccc(C2(C(=O)N3CCOCC3)CCCC2)cc1	49	-16	99	-2	-5	99	99	1.2	.
COc1cc(OC)c(NC(=O)CCc2nc(-c3ccc(C)cc3)no2)cc1Cl	81	-6[fluorescence artefact?]	67	2[fluorescence artefact?]	0	101	106	1.2	1
Cc1[nH]n(C(N)=S)c(=O)c1N=Nc1ccc(S(=O)(=O)N2CCCCCC2)cc1	88	-7	90	-3	0	100	97	1.2	0
C=C(Br)Cn1c(CCC)nc2ccccc21	100	2	106	-2	8	94	118	1.1	-4
CCN1c2ccccc2-c2nc3ccccc3n2C1c1ccco1 (centres undefined)	83	-1	98	-3	2	80	89	0.9	21

Looked up one by one from above (4):
SMILES	H69AR growth 86K	ERb SRC1 inh	HUVEC prolif 384	ERa coact inh	Smad3 FoxH1 inh	Lung fibro prol	ERa SRC1 pot	MT1-MMP txn act	CD11b adhes enh
COc1cc(OC)c(NC(=O)CCc2nc(-c3ccc(C)cc3)no2)cc1Cl	81	-6[fluorescence artefact?]	67	2[fluorescence artefact?]	0	101	106	1.2	1
Cc1c(CN(C)C)c2c(n1Cc1ccccc1)C(=O)c1ccc(Br)cc1-2	5.5*	2[fluorescence artefact?]	22*	-13[fluorescence artefact?]	17	46*	100[fluorescence artefact?]	1	-2
CCC(NC(=O)Nn1cnnc1)(C(F)(F)F)C(F)(F)F	107	-5	101	-7	16	108	107	1	.
Cc1[nH]n(C(N)=S)c(=O)c1N=Nc1ccc(S(=O)(=O)N2CCCCCC2)cc1	88	-7	90	-3	0	100	97	1.2	0
